Bioassay records (PubChem BioAssay)
KOR beta-arrestin-1 – kappa opioid receptor activators – cell-based, luminescence, uHTS, primary screen (AID 1777) | KOR beta-arrestin recruitment, luminescence; higher % means a stronger effect | activation, % at 10 µM; hits with a dose series show EC50 in µM | hit rate 0.02% among 280,000; in the data active = activation above about 50%, passing the limit was not always enough; also: a part of the inactive calls stands beside numbers as strong as those of hits
GPR55 LPI antagonism – inhibition of LPI-stimulated GPR55 beta-arrestin translocation – imaging, U2OS, beta-arrestin-GFP, LPI agonist, primary screen (AID 2013) | inhibition, % at 10 µM; hits with a dose series show IC50 in µM | U2OS GPR55 beta-arrestin-GFP translocation imaging, LPI antagonism; higher % means a stronger effect | hit rate 0.13% among 290,000;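 active = spots per cell inhibited over 60%, with over 100 cells counted and total cytoplasm intensity under 500,000; inconclusive = wells with under 100 cells, flagged as likely toxic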;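 also: U2OS cells stably carrying GPR55 and arrestin-GFP stimulated by 5 µM LPI near EC80; imaged beta-arrestin-GFP aggregate spots per cell after agonist stimulation; plate controls were LPI-stimulated DMSO wells for no effect and DMSO wells without LPI for full effect; some results filed as inactive read as strong as hits; confirmed hits need IC50 under 10 µM and bright autofluorescent wells are also inconclusive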
HIV fusion peptide – cell-free HIV fusion peptide-binding blockers – biochemical, uHTS, fluorescence dequenching, primary screen (AID 1986); inhibition, % at 20 µM; hits with a dose series show IC50 in µM; hit rate 0.3% among 290,000; cell-free peptide binding, fluorescence dequenching, 30 min; higher % means a stronger effect; in the data active = inhibition mostly above about 52%, no sharp cut-off; inactive = mostly below about 76%; also: some results filed as inactive read as strong as hits
GPR55 beta-arrestin – GPR55 agonists via beta-arrestin recruitment, primary screen, imaging, U2OS cells, beta-arrestin-GFP redistribution (AID 1961); U2OS GPR55 beta-arrestin-GFP redistribution imaging; higher % means a stronger effect; activation, % at 10 µM; hits with a dose series show EC50 in µM; hit rate 0.048% among 290,000;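 active = activation above 40% with more than 50 cells counted in the well; inconclusive = wells holding fewer than 50 cells, flagged as toxic or sparse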;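 also: U2OS osteosarcoma cells stably expressing GPR55 and beta-arrestin-GFP; plate controls were DMSO negative control for no effect and LPI positive control for full effect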
Myeloid diff 2 – promotes myeloid progenitor differentiation | ER-HoxA9 myeloid progenitors, lysozyme-GFP differentiation, flow cytometry | calls only at 10 µM | hit rate 1% among 360,000 | AID 624256;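 active = normalized GFP-positive differentiation at or above the plate's own cutoff, the solvent-only control mean plus 3 SD; inconclusive = no clear call, values can overlap the other calls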;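 also: cells exposed to compound for four days before flow analysis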
HEK293 NOD2/NF-kB – NOD2 signaling inhibitors, cell-based, luminescence, uHTS, HEK293 (AID 1566). HEK293 NOD2/NF-kB luciferase reporter, luminescence; higher % means a stronger effect. inhibition, % at 4 µM, or EC50 in µM where a hit was titrated. hit rate 0.63% among 290,000; also: many of its hits are not listed in these tables
NOD1 NF-kB reporter – NOD1 signaling inhibitors, primary screen, cell-based, luminescence, uHTS (AID 1578) | one-dose inhibition, % at 4 µM; EC50 in µM for titrated hits | hit rate 1% among 290,000 | NOD1-driven NF-kB luciferase reporter cells, luminescence; higher % means a stronger effect; in the data active = inhibition mostly above about 36%, no sharp cut-off; inactive = mostly below about 34%;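 also: HEK-293T reporter cells stimulated with the NOD1 agonist gamma-tri-DAP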
KOR beta-arrestin-2 – KOR antagonists, beta-arrestin recruitment, cell-based, luminescence, uHTS (AID 1778) | hit rate 0.091% among 290,000 | KOR beta-arrestin recruitment, luminescence, antagonist mode; higher % means a stronger effect | inhibition, % at 10 µM, or IC50 in µM where a hit was titrated; also: strong numbers were not always called active
GPR35 arrestin U2OS – GPR35 antagonists blocking zaprinast-driven arrestin recruitment, primary screen, imaging, U2OS, beta-arrestin-GFP, zaprinast agonist (AID 2058) | hit rate 0.052% among 290,000 | inhibition, % at 10 µM, or IC50 in µM where a hit was titrated | U2OS GPR35 beta-arrestin-GFP translocation imaging, zaprinast antagonism; higher % means a stronger effect;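 active = inhibition of at least 50% with at least 30 cells and total cytoplasm GFP at most 10,000,000; inconclusive = under 30 cells or total GFP of 10,000,000 plus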
Myeloid diff 2 GFP+ MAC1+ % – further read-out of Myeloid diff 2, marked with its call; GFP+ MAC1+ double positive, %; measured here: differentiation confirmed by MAC1 staining
An asterisk follows results filed as active; i = inactive; u = inconclusive; x = not tested or not shown; [ ] = remark or other dose. Rule as the data show it, unless noted: active = inhibition above about 50%; inactive = the rest. These rows are one share of the data (hit frequency here may not be typical).

SMILES	KOR beta-arrestin-1	GPR55 LPI antagonism	HIV fusion peptide	GPR55 beta-arrestin	Myeloid diff 2	Myeloid diff 2 GFP+ MAC1+ %	HEK293 NOD2/NF-kB	NOD1 NF-kB reporter	KOR beta-arrestin-2	GPR35 arrestin U2OS
CCOc1ccc2[nH]c3nc(SCC(=O)OC(C)C)nnc3c2c1	-1.6%	0%	2.1%	0.3%	i	0.1	13%	-2%	19%	-15%
FC(F)(F)c1cccc(Nc2nc(N3CCCC3)nc(N3CCCC3)n2)c1	0.2%	27%	3.1%	-0.1%	i	0.4	-1%	-5%	-22%	7%
COc1ccc(CN2C(=O)c3ccccc3C2OC)cc1 (centres undefined)	6.6%	-19%	-0.2%	-0.1%	i	0.4	-2%	7%	-8%	2%
COc1ccc(C(=O)NNC(=O)CN2CCN(c3nc(-c4ccccc4)cs3)CC2)cc1	24%	-8%	-2.0%	0.2%	i	0.4	-10%	-14%	4%	-8%
CCOC(=O)C1CCN(C(=O)c2n[nH]c(=O)c3ccccc23)CC1	0.8%	18%	2.2%	0.0%	i	0.0	-3%	-9%	12%	4%
Cc1oc(-c2ccccc2F)nc1CN1CCC(C(=O)NCc2ccco2)CC1	0.2%	15%	-4.0%	-0.1%	i	1.7	-5%	-15%	19%	-2%
O=C(Cc1ccccc1)N/N=C/c1ccc2cccc(O)c2n1	4.0%	-6%	-1.3%	-0.2%	i	0.7	-5%	-45%	-24%	2%
Cc1cc(-n2cnc3c(=O)[nH]cnc32)ccc1N	-1.3%	2%	0.7%	0.1%	i	0.2	8%	-6%	14%	16%
CCCCN(CC(=O)NC1CCCC1)C(=O)C(=O)Nc1ccc2c(c1)OCCO2	-5.9%	-5%	0.7%	-0.2%	i	0.8	-12%	-19%	10%	8%
Cc1ccc(NC(=O)CCC(=O)NNC(=O)Nc2cccc(Cl)c2)c(C)c1	0.7%	-2%	0.8%	-0.2%	i	0.8	2%	-22%	-2%	4%
COc1ccc(NC(=O)C2CCCN(S(=O)(=O)c3ccc(Cl)cc3)C2)cc1OC (centres undefined)	17%	-23%	-1.1%	-0.2%	i	1.4	28%	6%	-45%	12%
COC(=O)[C@@]1(Cc2ccc(OC)cc2)[C@H]2c3cc(C(=O)N4CCCC4)n(CCc4c[nH]c5ccc(O)cc45)c3C[C@H]2CN1C(=O)c1ccccc1	0.2%	-1%	1.3%	-0.1%	x	x	0%	-25%	-2%	-17%
CC(C)CN1CCC(=O)N(CCC#N)CC1	0.8%	1%	0.9%	0.4%	i	0.7	8%	14%	-15%[20 µM]	4%
S=C(NCc1ccccc1)NCc1ccccc1	5.2%	-1%	-3.4%	0.0%	i	5.5	-8%	19%	3%	-8%
CCCN(CC(=O)Nc1ccccc1C)C(=O)c1ccc(N2CCCCCC2)c([N+](=O)[O-])c1	3.0%	14%	-2.6%	0.7%	i	1.8	5%	-6%	5%	-8%
O=C1NCCN/C1=C\C(=O)c1ccc(F)cc1	2.9%	-22%	-1.3%	-0.3%	i	0.3	-7%	-1%	16%	-10%
O=C(O)c1ccc(C2(c3ccc(C(=O)O)cc3)OC(=O)c3ccccc32)cc1	x	-11%	1.3%	0.3%	i	0.6	6%	-15%	-11%[20 µM]	2%
Cc1nnc2sc(SCc3ccccc3)nn2c1=O	-0.8%	-13%	-1.2%	0.9%	x	x	7%	-33%	40%	-14%
CCC(C)(C)NC(=O)c1cc([N+](=O)[O-])ccc1N1CCCCC1	0.8%	7%	0.5%	-0.2%	i	0.7	8%	-22%	0%	10%
Cc1c(C(=O)O)cc(C(C)(C)C)n1CCSCCO	0.6%	3%	-1.4%	0.2%	i	0.8	11%	-12%	16%	12%
COc1ccc(NC(=O)CN(C)CC(=O)Nc2cccc(F)c2)cc1Cl	2.3%	-36%	-0.5%	-0.3%	i	0.2	6%	23%	-8%	-9%
Cc1cccc(Cn2c(C(C)(C)C)cc3cccnc32)c1	-3.7%	26%	0.7%	0.0%	i	0.6	9%	-22%	34%	-4%
CC(C)c1ccc(NC(=S)NCc2cccs2)cc1	-6.8%	6%	-0.3%	-0.1%	i	0.9	-31%	-42%	28%	-16%
O=C(Cn1cc(C(=O)c2ccco2)c2ccccc21)NCc1ccco1	1.4%	18%	2.4%	-0.2%	i	2.1	-22%	0%	36%	6%
CCC1Oc2ccccc2N(CC(=O)NCCCN2CCCCC2C)C1=O (centres undefined)	7.2%	10%	0.3%	0.5%	i	2.2	10%	54%	-10%	-10%
NCC(O)CN1CCN(Cc2ccccc2)CC1 (centres undefined)	-2.7%	-6%	1.8%	-0.1%	i	1.7	-17%	-13%	-23%	6%
CCn1c(O)c(N=Nc2ccc(Cl)c(C(=O)O)c2)c2ccccc21	0.0%	-2%	3.1%	-0.1%	i	0.5	-20%	-14%	18%	-4%
COc1ccc(C(CNC(=O)c2cc(C)oc2C)N2CCOCC2)cc1 (centres undefined)	-2.2%	-2%	1.6%	-0.1%	i	1.0	-11%	-20%	10%	-3%
CN(C)CCCN=Cc1c(O)n(Cc2ccccc2)c(=O)c2ccccc12	2.9%	5%	-1.5%	-0.1%	i	0.3	-12%	-5%	-9%	3%
COc1ccc(S(=O)(=O)Nc2cccc(-c3ccc4nncn4n3)c2)cc1F	4.3%	3%	1.4%	0.9%	u	x	-14%	-21%	-104%	-10%
O=C(Nc1ccc2c(c1)OCO2)C1CCCN1C(=O)Nc1ccccc1 (centres undefined)	0.3%	2%	0.7%	-0.2%	i	0.2	17%	-6%	-14%	-11%
CC(C)Cn1c(S(=O)(=O)O)nc2ccccc21	x	6%	-1.1%	-0.1%	i	0.2	-1%	12%	-14%	-7%
Cc1cc([N+](=O)[O-])nn1CC(=O)Nc1cnc2ccccc2c1	4.1%	17%	-0.1%	-0.3%	i	0.2	-5%	-31%	-3%	-2%
O=c1ccc2cc(S(=O)(=O)N3CCN(c4ccccc4F)CC3)ccc2[nH]1	-1.0%	4%	-0.2%	1.5%	i	2.2	17%	-13%	-12%[20 µM]	11%
CC(C)N(C(=O)COC(=O)CNS(=O)(=O)c1ccccc1F)c1ccccc1	-3.9%	-3%	-0.9%	0.3%	i	0.1	9%	-29%	-12%	22%
O=C1[C@H]2[C@H]3[C@H](O)[C@H](O)C/C(=N\OC[C@@H](O)COCc4ccco4)[C@@H]3CC[C@H]2C(=O)N1c1ccc(F)cc1F	-1.7%	-2%	-1.0%	0.1%	x	x	-6%	-39%	-43%	-7%
CCOc1ccccc1-c1nc(SCC(=O)O)n[nH]1	14%	5%	-2.5%	-0.2%	i	0.8	-31%	-21%	10%	2%
Cc1cccc(-n2c(Cc3cc(=O)[nH]c(=O)[nH]3)nnc2SCC(=O)Nc2cccc(C(F)(F)F)c2)c1	-1.6%	-7%	-0.1%	0.1%	i	0.3	12%	-24%	20%	11%
CN(CCn1ccnc1)Cc1cn(Cc2ccccc2)nc1-c1ccc2c(c1)OCO2	2.0%	-2%	-1.3%	0.0%	i	0.2	-9%	-14%	-3%	-6%
CCC1(CC)Cc2ccccc2C(N)=C1C#N	-2.8%	-12%	-0.6%	0.1%	i	2.6	-11%	-12%	-16%	4%
Cc1ccnc(NC(=O)/C=C/c2ccccc2Cl)c1	5.0%	-5%	6.8%	-0.3%	i	0.1	-137%	12%	-31%	4%
COc1ccc(CN2CCN(C(=O)c3cccc4ccccc34)CC2)c(OC)c1OC	1.6%	14%	2.3%	-0.1%	i	0.6	18%	-30%	-44%[20 µM]	2%
O=C(O)CSc1nnc(CNc2ccc(F)cc2)n1-c1ccccc1	-2.2%	10%	-1.8%	-0.3%	i	0.4	20%	3%	23%	-1%
N#Cc1c(N)sc2c1CCN(CCc1ccccc1)C2	-4.7%	7%	8.1%	-0.2%	i	0.9	10%	-16%	-13%	3%
CCN(CC)S(=O)(=O)c1ccc(-c2nnc(SCC(=O)c3ccc(OC)cc3)o2)cc1	3.1%	14%	-2.2%	0.3%	i	1.1	1%	-4%	-87%	3%

Look-ups from the list:
COc1ccc(CN2CCN(C(=O)c3cccc4ccccc34)CC2)c(OC)c1OC – KOR beta-arrestin-2 = -44%[20 µM]
CCC1(CC)Cc2ccccc2C(N)=C1C#N – HIV fusion peptide = -0.6%

Further results.
SMILES	KOR beta-arrestin-1	GPR55 LPI antagonism	HIV fusion peptide	GPR55 beta-arrestin	Myeloid diff 2	Myeloid diff 2 GFP+ MAC1+ %	HEK293 NOD2/NF-kB	NOD1 NF-kB reporter	KOR beta-arrestin-2	GPR35 arrestin U2OS
COC(=O)C1=C(C)N(Cc2cccnc2)C(=O)C1	-2.7%	-5%	2.5%	0.9%	i	0.7	-1%	-30%	-6%	-1%
CC(OC(=O)c1cccs1)C(=O)NC1CC1 (centres undefined)	6.5%	-7%	0.7%	0.3%	i	3.4	-6%	-28%	-24%	-3%
COC(=O)c1ccc(CSc2cc(C)c3cccc(C)c3n2)o1	-3.2%	3%	-1.6%	0.2%	i	0.4	18%	-10%	2%	-10%
Oc1ccc(-c2nccc(-c3ccc(F)cc3)n2)cc1	-2.7%	3%	-3.1%	-0.1%	i	0.5	-118%	-7%	11%	-4%
O=C(CC1(O)C(=O)Nc2ccccc21)c1cccc(-n2cccc2)c1 (centres undefined)	-4.2%	6%	-0.2%	-0.2%	i	0.5	1%	-30%	-13%	-14%
CCOC(=O)c1c(NC(=O)Cn2cnc3scc(-c4ccc(C)cc4)c3c2=O)sc(C)c1C	-0.8%	-26%	1.6%	-0.1%	i	0.9	-20%	-16%	19%	6%
O=C(NCc1cccs1)Nc1ccc2c(c1)OCO2	-4.3%	3%	-1.3%	-0.1%	i	1.0	-24%	-43%	29%	16%
COc1ccc(NS(=O)(=O)c2cc3c(cc2C)N(C(C)=O)CCO3)cc1OC	5.2%	9%	-1.2%	-0.1%	i	4.3	14%	-8%	-8%[20 µM]	10%
O=[N+]([O-])c1ncn(Cc2c(Cl)cccc2Cl)n1	5.6%	-3%	-1.4%	-0.3%	i	0.2	14%	-20%	11%	-3%
Cc1ccc(C(=O)c2coc3ccc(O)cc23)cc1	1.2%	12%	1.9%	0.5%	i	0.3	-138%	-6%	-5%	-9%
O=C(NNc1cc(N2CCOCC2)nc(N2CCOCC2)n1)c1ccc(Cl)cc1Cl	3.4%	-6%	-3.1%	-0.3%	i	0.4	14%	27%	-17%	16%
O=C(CSc1n[nH]c(=O)n1-c1cccnc1)N1CCOCC1	-2.1%	2%	-0.1%	-0.2%	i	2.2	-41%	-3%	-14%	-1%
